UBC9 SUMO inh: blocks human SUMOylation mediated by UBC9; P63279; actives 0.36% (n = 290,000); inhibition, % at 35 µM; HTRF SUMOylation assay, SAE1/SAE2 + UBC9, in vitro; AID 2006; in the data active = inhibition above about 50%, passing the limit was not always enough; note: strong numbers were not always called active
PfM18AAP inh: PfM18AAP enzyme inhibition; recombinant PfM18AAP, H-Glu-NHMec fluorogenic cleavage; inhibition, % at 7.35 µM; actives 1.2% (n = 290,000); AID 1822;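 active = inhibition above the campaign mean inhibition over all tested compounds plus 3 SD, cut at about 28% in these data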;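 note: 0% = plate median of test compound wells and 100% = 2 mM ZnCl2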
pCIP destab: compounds decreasing mouse p/CIP protein stability | F442A p/CIP-EGFP cells, EGFP fluorescence, 16 h | actives 0.01% (n = 290,000) | decrease of EGFP signal, % at 10 µM | AID 1984 | Q05BA5;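 active = EGFP signal decrease of at least 30% at 10 µM or well 3 SD below plate mean, unless failing retest; inactive = the rest, including hits failing retest or dose response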; note: some compounds called inactive have numbers as strong as hits; many of its hits are not listed in these tables
Target sequence (Q05BA5 1-1403): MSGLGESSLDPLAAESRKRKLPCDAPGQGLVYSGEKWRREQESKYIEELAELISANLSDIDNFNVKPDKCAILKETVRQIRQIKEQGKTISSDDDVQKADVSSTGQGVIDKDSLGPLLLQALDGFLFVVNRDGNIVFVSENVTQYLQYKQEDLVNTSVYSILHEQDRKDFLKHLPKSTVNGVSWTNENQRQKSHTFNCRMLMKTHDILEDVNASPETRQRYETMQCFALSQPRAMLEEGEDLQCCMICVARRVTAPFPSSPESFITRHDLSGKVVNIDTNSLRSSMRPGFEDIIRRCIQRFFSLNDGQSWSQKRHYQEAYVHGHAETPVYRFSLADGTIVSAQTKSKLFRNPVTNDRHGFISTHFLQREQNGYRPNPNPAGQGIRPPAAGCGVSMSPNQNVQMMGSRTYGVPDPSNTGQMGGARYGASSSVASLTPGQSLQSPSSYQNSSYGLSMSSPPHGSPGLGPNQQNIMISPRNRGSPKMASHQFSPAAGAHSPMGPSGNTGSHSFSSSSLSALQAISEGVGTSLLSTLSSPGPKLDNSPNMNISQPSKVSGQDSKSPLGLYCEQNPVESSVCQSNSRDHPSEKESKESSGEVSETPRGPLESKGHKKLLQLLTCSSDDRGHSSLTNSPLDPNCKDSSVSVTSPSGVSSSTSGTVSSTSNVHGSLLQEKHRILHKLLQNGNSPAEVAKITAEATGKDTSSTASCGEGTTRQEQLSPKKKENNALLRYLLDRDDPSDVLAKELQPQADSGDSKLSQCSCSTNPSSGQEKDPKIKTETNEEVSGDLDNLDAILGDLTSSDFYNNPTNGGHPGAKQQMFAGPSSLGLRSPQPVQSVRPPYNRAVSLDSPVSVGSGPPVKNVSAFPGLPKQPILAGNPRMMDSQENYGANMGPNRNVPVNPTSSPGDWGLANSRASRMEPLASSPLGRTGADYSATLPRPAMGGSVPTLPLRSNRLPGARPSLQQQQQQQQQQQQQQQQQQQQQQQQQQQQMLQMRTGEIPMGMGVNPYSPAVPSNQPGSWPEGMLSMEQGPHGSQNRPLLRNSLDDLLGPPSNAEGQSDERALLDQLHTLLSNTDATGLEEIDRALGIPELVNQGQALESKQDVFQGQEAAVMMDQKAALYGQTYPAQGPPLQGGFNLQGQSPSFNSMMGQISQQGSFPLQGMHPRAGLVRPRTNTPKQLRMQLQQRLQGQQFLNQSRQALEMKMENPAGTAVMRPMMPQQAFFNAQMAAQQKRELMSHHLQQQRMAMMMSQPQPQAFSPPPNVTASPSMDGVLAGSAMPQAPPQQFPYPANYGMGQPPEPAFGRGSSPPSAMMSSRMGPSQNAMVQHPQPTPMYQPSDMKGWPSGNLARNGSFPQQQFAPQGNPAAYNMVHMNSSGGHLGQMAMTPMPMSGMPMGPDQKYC
FID counter: counter-screen for HCV NS3 helicase inhibitors: DNA intercalator displacement. AID 1845. actives 0.17% (n = 290,000). inhibition, % at 7.9 µM. DNA fluorescent intercalator displacement, fluorescence; in the data active = inhibition above about 37%;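 note: 0% = vehicle and 100% = reference compound; higher means more ethidium bromide displaced from hairpin DNA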
VIM-2 inh: blocks Pseudomonas aeruginosa VIM-2 metallo-beta-lactamase. purified VIM-2, nitrocefin hydrolysis, epi-absorbance fluorescence. inhibition, % at 5.6 µM. actives 0.89% (n = 290,000);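 active = inhibition above the mean of all tested compounds plus 3 SD, cutoff set per screening run, cut at about 7.5% in these data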;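 note: red hydrolysis product quenches plate fluorescence so inhibitors raise well fluorescence; 0% = enzyme with DMSO and 100% = DMSO without enzyme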
NS3 helicase inh: inhibitors of Hepatitis C virus NS3 helicase; inhibition, % at 10.9 µM; NS3 helicase DNA unwinding, Cy5 molecular beacon fluorescence; actives 0.56% (n = 290,000);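 active = inhibition above the mean of all tested compounds plus 3 SD, set per campaign, cut at about 35% in these data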;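 note: 0% = DMSO wells and 100% = thioflavine S control wells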
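Control set: DMSO versus 110 µM thioflavine S; Material: NS3 helicase fragment of HCV; Measured by: Cy5 fluorescence at 0 and 60 min, beacon hairpin quenching; Read-out basis: percent inhibition from t60/t0 fluorescence ratio; Times: reaction time 60 min, 25 °C; Repeats: single replicate; Compound dosing: single dose, 10.9 µM nominal final, DMSO 0.8% final.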
IDE inh: inhibits human insulin-degrading enzyme in HEK cells | FAbetaB cleavage, fluorescence polarization | inhibition, % at 5.59 µM | actives 0.41% (n = 320,000);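 active = percent inhibition above the average of all tested compounds plus 3 SD, set per screening campaign, cut at about 16% in these data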;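 note: IDE supplied by intact live HEK cells; FP after avidin binding of uncleaved biotin substrate so inhibition keeps polarization high; 0% = DMSO wells and 100% = 60 µM reference IDE inhibitor Ii1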
IMP-1 inhibitor: inhibitors of Pseudomonas aeruginosa IMP-1 metallo-beta-lactamase; purified IMP-1, nitrocefin hydrolysis, epi-absorbance fluorescence; inhibition, % at 5.6 µM; actives 0.45% (n = 290,000); AID 1556;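 active = inhibition above the mean plus 3 SD of all compounds in the same screening run, cut at about 4.5% in these data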;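 note: 0% = IMP-1 with DMSO and 100% = DMSO wells lacking enzyme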
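System: purified IMP-1; amount: IMP-1 0.2 nM before substrate addition; compound: single dose, 5.6 µM; times: 25 °C, 15 min preincubation, 25 min reaction; signal: Epi-absorbance via hydrolysed-nitrocefin quenching of white-plate fluorescence, 480/530 nm, EDTA stop; benchmarks: DMSO with and without IMP-1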
IDE cell activ: activators of human insulin-degrading enzyme in cells; P14735; HEK cells, FAbeta-B cleavage, fluorescence polarization; 0% vehicle, 100% cell-free pure enzyme wells; activation, % at 5.96 µM; actives 0.073% (n = 340,000); AID 493087;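 active = activation above the mean of all tested compounds plus 3 SD, set per screening campaign, cut at about 17% in these data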
The depositor's hits bear a star; x = no result given.

SMILES	UBC9 SUMO inh	PfM18AAP inh	pCIP destab	FID counter	VIM-2 inh	NS3 helicase inh	IDE inh	IMP-1 inhibitor	IDE cell activ
Cc1ccccc1Nc1nc(N)nc(COC(=O)c2cccc(S(=O)(=O)NCc3ccccc3)c2)n1	-37	-9	2	-35	1.2	-26	8	0.6	-1
N#Cc1ccccc1NC(=O)CC1CCCCC1	24	7	-10	-1	-2.3	1	-2	-2.5	1
Cc1cc(=O)nc2c3ccccc3n(CC(=O)NCCCN3CCOCC3)n12	-7	1	2	-2	3.5	9	3	-3.7	-1
CCOc1ccccc1NC(=O)Cn1nnc(C(=O)NCc2cccs2)c1N	15	-6	-7	-24	0.8	-10	3	0.1	2
Cn1cccc1CNC(=S)Nc1cc(F)cc(F)c1	1	-2	14	2	0.5	-12	3	-0.7	-2
Cc1ccc(C(=O)c2ccccc2C(=O)OCC(=O)NC(C)(C)C)cc1	-13	4	-2	-23	-0.5	-5	-1	-0.5	3
CC1(C)Cc2noc(N)c2C(C)(C)N1OC(=O)c1ccco1	-3	0	-14	5	-5.2	2	-4	-4.1	0
CCOC(=O)c1nn(-c2ccccc2C)c2nc(-c3ccc(C)cc3)c(C#N)c(=O)n12	24	-5	0	-3	-0.6	1	4	-2.6	-9
CCCc1nc2c(o1)CC(CC(C)SCC)CC2=O (stereo not given)	2	-10	6	-13	0.1	-9	6	-1.6	-2
COc1ccc(-n2nc(C(=O)NCC(=O)N(C)Cc3ccccc3)c3ccccc3c2=O)cc1OC	13	2	-5	-48	-5.0	-3	2	-2.8	1
O=C(c1ccc([N+](=O)[O-])s1)N1CCN(c2ccccn2)CC1	0	4	6	-7	-1.3	-5	-7	-1.4	10
CCN(CC)S(=O)(=O)c1ccc(C(=O)NCCOC(=O)c2ccc(F)cc2F)cc1	18	3	-7	-38	-1.4	-6	7	-4.8	3
COc1ccc(/C=N/n2c(-c3ccco3)nc3ccccc3c2=O)cc1	48	-10	8	-4	1.8	0	7	-1.7	-1
Cc1ccc(NC(=O)CN(C)C(=O)CSc2nnc(C(F)(F)F)n2C)cc1	10	4	12	-2	-4.7	-1	-2	-3.0	5
CCC(C)/C(C)=N/NC(=O)c1cn(-c2ccccc2)nc1-c1ccccc1 (stereo not given)	-10	0	0	-9	-4.3	2	3	-5.0	3
CC(C)CC(=O)NC(=S)N1CCN(c2ccc([N+](=O)[O-])cc2Cl)CC1	-2	-6	0	-1	-0.9	4	-1	-2.5	6
NCCCC[C@@H]1NC(=O)c2cc([N+](=O)[O-])cc(I)c2SC[C@@H](C(N)=O)NC(=O)[C@H](Cc2ccc(O)cc2)NC1=O	-9	3	-7	7	-1.0	-77	6	-2.9	1
CCOc1c(C#N)c(C#N)c2nc(C)cc(C)n12	11	1	3	0	2.7	4	2	-1.3	-5
CC(C)NC(=O)C1CCN(C(=O)N(C)C)CC1	6	-1	-6	3	-1.9	-5	-1	-3.8	-1
Cc1ccc(-c2csc(NC(=O)/C=C/c3cccs3)n2)cc1C	-13	-9	-7	-3	-3.3	4	5	-2.6	3
O=C(C1COc2ccccc2O1)N1CCCC1 (stereo not given)	-3	-6	-10	1	-0.6	7	4	-0.2	-1
Cc1ccc(C(=O)NCCC(=O)NCc2ccco2)cc1	0	2	-1	-10	-2.3	15	12	-0.7	6
CCOc1cc(C)c(-c2onc(C(F)(F)F)c2-c2csc(C)n2)c(O)c1	-20	2	-3	-16	-2.0	-17	5	-1.3	7
O=C1c2nc3cc(-c4ccccc4)[nH]n3c(=O)c2CN1Cc1ccccc1	-6	-4	7	-4	-1.2	22	-10	-3.2	x
Cc1cccc2cc3c(NC(=O)CC(C)C)nn(C)c3nc12	19	-5	4	2	-0.2	2	3	-0.5	9

Reformatted with values under each structure: part of the list above.
The line under a structure holds: UBC9 SUMO inh | PfM18AAP inh | pCIP destab | FID counter | VIM-2 inh | NS3 helicase inh | IDE inh | IMP-1 inhibitor | IDE cell activ
- COc1ccc(/C=N/n2c(-c3ccco3)nc3ccccc3c2=O)cc1
  48 | -10 | 8 | -4 | 1.8 | 0 | 7 | -1.7 | -1
- Cc1ccc(NC(=O)CN(C)C(=O)CSc2nnc(C(F)(F)F)n2C)cc1
  10 | 4 | 12 | -2 | -4.7 | -1 | -2 | -3.0 | 5
- CCC(C)/C(C)=N/NC(=O)c1cn(-c2ccccc2)nc1-c1ccccc1 (stereo not given)
  -10 | 0 | 0 | -9 | -4.3 | 2 | 3 | -5.0 | 3
- CC(C)CC(=O)NC(=S)N1CCN(c2ccc([N+](=O)[O-])cc2Cl)CC1
  -2 | -6 | 0 | -1 | -0.9 | 4 | -1 | -2.5 | 6

Random excerpt: 5 compounds from above
SMILES	UBC9 SUMO inh	PfM18AAP inh	pCIP destab	FID counter	VIM-2 inh	NS3 helicase inh	IDE inh	IMP-1 inhibitor	IDE cell activ
Cc1ccc(-c2csc(NC(=O)/C=C/c3cccs3)n2)cc1C	-13	-9	-7	-3	-3.3	4	5	-2.6	3
COc1ccc(/C=N/n2c(-c3ccco3)nc3ccccc3c2=O)cc1	48	-10	8	-4	1.8	0	7	-1.7	-1
Cc1ccccc1Nc1nc(N)nc(COC(=O)c2cccc(S(=O)(=O)NCc3ccccc3)c2)n1	-37	-9	2	-35	1.2	-26	8	0.6	-1
O=C(c1ccc([N+](=O)[O-])s1)N1CCN(c2ccccn2)CC1	0	4	6	-7	-1.3	-5	-7	-1.4	10
Cc1cccc2cc3c(NC(=O)CC(C)C)nn(C)c3nc12	19	-5	4	2	-0.2	2	3	-0.5	9

Additional results.
SMILES	UBC9 SUMO inh	PfM18AAP inh	pCIP destab	FID counter	VIM-2 inh	NS3 helicase inh	IDE inh	IMP-1 inhibitor	IDE cell activ
O=C(CN(C(=O)c1csnn1)c1cccc2ccccc12)NC1CCCC1	5	-7	-4	-13	-2.1	9	-2	-2.0	6
O/C(=C\Sc1nnc(Cc2ccccc2)o1)c1ccc(F)cc1	-10	-8	5	4	-2.6	3	7	-3.0	-3
CSc1ncc(C(=O)Nc2ccccc2)cn1	-3	3	-6	-1	-2.7	3	x	-3.3	6
COc1ccccc1NC(=O)CSc1nnc(CC(=O)Nc2ccccc2)n1C	6	1	-1	-13	-0.2	-1	-2	-4.1	2
NS(=O)(=O)c1ccc(CCNC(=O)C2CCCO2)cc1 (stereo not given)	5	5	-2	-2	-2.1	3	x	-2.8	4
O=C(Cn1c(N2CCN(c3ccccc3)CC2)nc2ccccc21)c1ccccc1	4	-11	-2	-2	1.5	-2	0	-1.8	5
CCOC(=O)Cn1c(-c2nonc2NC(=O)c2ccccc2F)nc2ccccc21	13	1	-11	-5	-2.8	-4	1	-4.3	3
COc1ccc(CCNC(=O)c2ccc(N(C)S(=O)(=O)c3ccccc3)cc2)cc1	-49	-2	6	-27	-3.1	-10	0	-3.1	1
CCOC(=O)C(NC(=O)c1ccccc1OCC)(Nc1ncccn1)C(F)(F)F (stereo not given)	11	-9	-1	-24	-0.1	6	5	-0.4	3
CCOP(=O)(OCC)c1nc(Cc2ccccc2)oc1NCc1ccccc1	15	2	-5	-30	-2.4	11	1	-2.9	3
CCCOc1cccc(C(=O)NC(=S)Nc2cccc(C(F)(F)F)c2)c1	-8	-2	-2	-3	-3.8	8	-6	-6.2	-9
CCS(=O)(=O)n1nc(-c2ccc(OC)cc2)nc1SC	11	2	-4	-5	-0.6	-8	-3	-5.2	-1
Cc1cc(C)c(C#N)c(SCc2nc3ccccc3[nH]2)n1	8	-6	-1	0	-2.0	1	9	-3.5	2
CCOc1ccc(CCNC(=O)CCNS(=O)(=O)c2ccc3c(c2)CCN3C(C)=O)cc1OCC	10	-2	-4	-46	-2.0	0	2	-4.3	0
COc1cc(OC)cc(C(=O)OCC(=O)Nc2ccc(F)cc2F)c1	7	4	11	-1	-5.7	-1	2	-4.0	5
COc1ccc(CNS(=O)(=O)c2ccc(Br)s2)cc1	15	-2	1	-9	0.9	-1	-5	-1.9	5
CCCCN(CC(=O)NCc1ccc(F)cc1)C(=O)c1ccco1	-8	-1	12	-9	-2.5	6	0	-6.0	3
CCn1c(SCC(=O)N2CCCc3ccccc32)nnc1-c1c[nH]c2ccccc12	8	-2	-9	-39	1.3	-10	2	-2.4	4
C=C(Cl)COc1ccc2c(CCCC)cc(=O)oc2c1	-8	2	-12	-9	0.7	8	5	-1.4	2
Cc1cc2cc(C)c3nnc(SCC(=O)NCc4ccc5c(c4)OCO5)n3c2cc1C	-8	-3	2	-2	-4.4	2	-1	-1.8	-2
O=C(NC(CO)Cc1ccccc1)c1ccccc1 (stereo not given)	2	4	-4	0	-4.8	-6	1	-3.2	5
COc1ccc(OC)c(NC(=O)CCc2nnc3ccc(N4CCC(C)CC4)nn23)c1	16	-14	-5	-58	-0.1	3	1	-3.8	5
O=C(O)CC1CCCC(c2ccccc2)C1=O (stereo not given)	-4	-1	10	4	-1.3	6	-2	-1.4	6
COc1ccc(CC(=O)NCc2nnc(SCC(=O)Nc3ccc(OC)cc3)n2C)cc1	4	0	-7	-7	-2.7	2	3	-0.9	-4
CCOC(=O)c1sc(NC(=O)COC(=O)CNC(=O)c2ccco2)c(C(=O)OCC)c1C	-13	0	6	-5	-1.1	1	3	-3.6	-7
SMILES	UBC9 SUMO inh	PfM18AAP inh	pCIP destab	FID counter	VIM-2 inh	NS3 helicase inh	IDE inh	IMP-1 inhibitor	IDE cell activ
Cc1cccc(NC(=O)c2cnn(-c3ccc(F)cc3)c2C2CCNCC2)c1C	-1	1	3	6	-2.0	-4	-1	-0.8	0
O=C(CN1C(=O)CC(c2ccccc2)=Nc2ccccc21)NCc1ccccc1	-1	0	-6	-20	-2.2	12	-6	-0.4	6
CC(=O)c1cccc(NC(=S)N2CCN(S(=O)(=O)c3ccccc3)CC2)c1	-1	-1	5	-26	-1.7	-7	x	-3.9	0
CSCCC(NC(N)=O)C(=O)NCc1ccc(Cl)cc1 (stereo not given)	3	6	1	-2	-2.2	-1	9	-1.5	2
CC(C)C(=O)Nc1ccc2c(c1)nc(CCN1CCN(c3ccccn3)CC1)n2C	17	-9	-4	-19	-0.5	9	x	-1.6	0
COc1ccc(NC(=O)CC(=O)Nc2ccc(OC)cc2OC)c(OC)c1	-10	-13	4	-18	-1.8	-4	8	-8.2	4
O=C(NCc1cc2ccccc2[nH]1)C1CCC(=O)N(CCCN2CCCC2=O)C1 (stereo not given)	12	4	-8	-4	-3.8	-3	1	-1.4	-5
Cc1cc(C(C)(C)C)ccc1OCCn1ccnc1	14	9	-5	2	-6.4	-7	0	-1.7	0
Cc1ccc(NC(=O)c2ccc(CNc3c(N4CCOCC4)c(=O)c3=O)cc2)cc1	18	1	-7	-2	-0.6	2	1	-2.2	-12
Cn1nc(C(F)(F)F)c(-c2ccc(Br)cc2)c1NC(=O)C1CCC1C(=O)O (stereo not given)	3	-2	0	-30	-3.7	5	2	-2.6	x
